Screens from PubChem BioAssay.
EBI2 antag: antagonists of human EBI2 receptor; P32249; EBI2 beta-arrestin recruitment, luminescence, 7a,25-OHC stimulated; inhibition, % at 5 µM; actives 0.81% (n = 360,000); AID 651636; in the data active = inhibition above about 38%;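 also: enzyme fragment complementation signal reports receptor beta-arrestin coupling in cells; 0% = agonist plus DMSO wells and 100% = wells without agonist; some results beyond the cut were filed as inactive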
APOBEC3A inh: inhibitors of human APOBEC3A DNA deaminase; AID 493011; P31941; actives 0.41% (n = 330,000); recombinant A3A, FAM/TAMRA ssDNA deamination fluorescence; inhibition, % at 20 µM;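 active = at least 40% inhibition at 20 µM here, with at most 30% in a related deaminase screen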;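 also: plate controls were A3A with DMSO for no effect and wells lacking A3A enzyme for full effect; some results filed as inactive read as strong as hits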
Target sequence (P31941 whole entry, looked up): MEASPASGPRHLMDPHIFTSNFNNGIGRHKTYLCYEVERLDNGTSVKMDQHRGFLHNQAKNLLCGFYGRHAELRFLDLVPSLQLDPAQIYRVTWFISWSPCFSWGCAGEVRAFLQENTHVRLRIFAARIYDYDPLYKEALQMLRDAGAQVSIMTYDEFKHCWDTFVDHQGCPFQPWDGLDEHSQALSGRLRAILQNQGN
MPTP inh: blocks calcium-induced mitochondrial swelling. isolated mouse mitochondria, Ca2+ swelling absorbance, 30 min. inhibition, % at 10 µM. actives 1.4% (n = 360,000). AID 602449;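 active = inhibition of 50% or more, scaled per plate between neutral and stimulator controls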;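 also: 0% = DMSO wells given calcium and 100% = 1 mM EGTA wells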
CXCR6 block: CXCR6 (human) receptor inhibition. O00574. CHO-K1 PathHunter CXCR6 beta-arrestin, luminescence. inhibition, % at 20 µM. actives 0.36% (n = 360,000). AID 602244; in the data active = inhibition above about 34%, passing the limit was not always enough;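 also: antagonist mode with CXCL16 agonist at 10 nM final; 0% = 10 nM CXCL16 with DMSO and 100% = unstimulated wells without agonist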
Target sequence (O00574 whole entry, looked up): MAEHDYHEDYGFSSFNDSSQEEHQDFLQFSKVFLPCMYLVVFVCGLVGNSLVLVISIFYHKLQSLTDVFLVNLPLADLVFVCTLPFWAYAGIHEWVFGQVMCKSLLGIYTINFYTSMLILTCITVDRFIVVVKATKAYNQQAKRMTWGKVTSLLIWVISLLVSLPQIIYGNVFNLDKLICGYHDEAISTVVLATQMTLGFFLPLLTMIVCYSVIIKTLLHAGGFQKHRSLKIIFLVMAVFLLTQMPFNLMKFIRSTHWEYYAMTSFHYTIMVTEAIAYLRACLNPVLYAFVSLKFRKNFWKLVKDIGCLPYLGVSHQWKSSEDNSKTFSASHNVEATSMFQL
CCR6 antag: blocks CCL20-driven beta-arrestin recruitment at human CCR6; CHO-K1 CCR6 PathHunter beta-arrestin, luminescence, CCL20-stimulated; P51684; inhibition, % at 20 µM; actives 0.49% (n = 340,000);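 active = compounds whose inhibition of the agonist-driven luminescence signal at 20 µM reaches about 50%, limit read from the data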;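 also: cells stimulated with CCL20 at 14 nM final; plate controls were DMSO with CCL20 for no effect and DMSO without agonist for full effect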
Target sequence (P51684 whole entry, looked up): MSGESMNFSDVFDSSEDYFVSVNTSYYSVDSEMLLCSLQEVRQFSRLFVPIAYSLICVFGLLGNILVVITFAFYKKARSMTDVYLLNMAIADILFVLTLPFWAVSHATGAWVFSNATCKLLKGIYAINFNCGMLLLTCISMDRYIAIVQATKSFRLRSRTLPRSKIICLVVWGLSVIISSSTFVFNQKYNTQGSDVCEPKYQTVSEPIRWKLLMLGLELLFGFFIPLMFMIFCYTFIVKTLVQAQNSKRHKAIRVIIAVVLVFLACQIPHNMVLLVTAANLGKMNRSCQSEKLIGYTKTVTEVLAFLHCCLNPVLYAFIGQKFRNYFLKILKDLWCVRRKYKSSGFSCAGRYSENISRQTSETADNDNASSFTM
A3G deaminase: APOBEC3G (human) deaminase inhibition; Q9HC16; recombinant A3G, ssDNA deamination FAM/TAMRA fluorescence; inhibition, % at 20 µM; actives 0.28% (n = 330,000);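 active = inhibition of at least 40% at 20 µM, with no more than 30% in the related APOBEC3A deaminase screen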;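 also: plate controls were DMSO wells with A3G for no effect and wells lacking A3G enzyme for full effect; some compounds called inactive have numbers as strong as hits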
NR3A LBD binder: NR3A (human) ligand-binding domain modulation. NR3A LBD differential scanning fluorimetry, Tm shift; 0% = protein alone, 100% = glycine-bound protein. actives 2.5% (n = 340,000). Tm shift relative to glycine control, % at 25 µM;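 active = melting temperature shift of at least 10% of the positive control shift, at one fixed dose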
Gli-Sufu block: antagonists of Gli-Sufu signaling. Sufu-KO-LIGHT fibroblasts, Gli luciferase reporter luminescence. inhibition, % at 5 µM. actives 0.74% (n = 340,000). AID 588413;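 active = inhibition above about 55%, limit read from the data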;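 also: 0% = DMSO-treated cells and 100% = wells with medium but no cells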
Starred values were filed as active, the others as inactive; / = not tested or not shown; & = joins results of further samples; ! = not active in a repeat.

SMILES	EBI2 antag	APOBEC3A inh	MPTP inh	CXCR6 block	CCR6 antag	A3G deaminase	NR3A LBD binder	Gli-Sufu block
COCCn1c(SCC(=O)NNC(=O)c2ccccc2)nc2ccccc2c1=O	-10	-4	-0.9	9	16	-11	0	-2
C=CCOc1ccc(C2C(C(=O)c3ccco3)=C(O)C(=O)N2c2nnc(C)s2)cc1 (centres undefined)	-13	6	-0.5	6	11	-5	0	-7
Cc1ccc[n+](C2C(c3ccc([N+](=O)[O-])cc3)C(C#N)=C([S-])NC2(O)C2CC2)c1 (centres undefined)	-5	2	-0.4	-5	-10	7	-14	0
CCC(Cc1ccccc1)NC(=O)Cn1ncc2ccsc2c1=O (centres undefined)	6	-3	0.3	-3	-4	-4	1	-16
CN(C(=O)c1ccc(NC(=O)Cc2ccc(NC(=O)C3CCCN(S(=O)(=O)c4cccc([N+](=O)[O-])c4)C3)cc2)cc1)C1CCCC1 (centres undefined)	-15	/	1.0	7	7	/	6	-17
COc1ccc(C2(c3ccc(OC)cc3)NC(=O)N(CC(=O)Nc3ccc(N4CCOCC4)cc3)C2=O)cc1	5	-6	-0.3	13	8	-9	0	-10
Cn1c(=O)c2c(nc(CN3CCCCC3)n2CCc2ccccc2)n(C)c1=O	-1	-5	0.7	6	7	-6	-4	10
CCOc1cc(Cl)c(NC(=O)c2ccco2)cc1OCC	-1	5	0.0	4	2	5	-5	-3
CCC(C)NC(=O)c1ccc(CS(=O)(=O)c2ccc(OC)cc2)o1 (centres undefined)	-1	-1	0.2	6	8	-6	-1	0
O=C(Nc1ccccc1Br)C1CC(=O)N(c2ccc3c4c(cccc24)CC3)C1 (centres undefined)	3	-2	1.4	1	-3	-10	-6	10
CC(=O)c1ccc(NC(=O)CC(C)S(=O)(=O)c2ccc3c(c2)CCN3C(C)=O)cc1 (centres undefined)	-5	-1	-1.6	6	2	-4	-1	-9
COc1cc(-c2cc(C(=O)Nc3ccc(S(N)(=O)=O)cc3)c3ccccc3n2)cc(OC)c1OC	-7	1	-2.5	2	12	-3	1	-4
CSc1ccccc1C(=O)NCCOc1cccc(C)c1	-1	-1	1.0	2	10	-15	-1	-3
COc1ccc2c(c1)C(=O)/C(=C/C=C/c1ccccc1)CC2	-12	2	0.5	3	-5	-1	-12	11
Cc1cccc(NC(=O)c2cnccn2)c1	9	-3	-0.4	-5	1	-3	1	-6
Cc1cc(C)c2cc(C#N)c(SCC(=O)NCC3CCCO3)nc2c1 (centres undefined)	-2	0	-0.7	2	-11	-2	-1	0
Cc1nnc(SCC(=O)Nc2nc3ccccc3s2)n(N)c1=O	-8	2	-0.3	-1	15	-6	1	0
CCN1CCN(C(=O)CN(c2ccc(C)cc2)S(C)(=O)=O)CC1	-11	4	-0.4	0	6	2	1	12
Cc1nn(C)c(C)c1CNC(=O)c1cnn2c1NC(c1ccccc1)CC2C(F)(F)F (centres undefined)	5	-4	-0.3	-1	-3	-6	-1	4
O=C(CS(=O)(=O)c1cn(Cc2ccc(Cl)cc2)c2ccccc12)N1CCCC1	9	-3	-0.9	-2	9	-3	-2	2
CSc1nccc(Nc2ccccc2)c1C#N	-6	-3	-0.5	1	3	-9	-6	2
O=C1C2C3C=CC(C3)C2C(=O)N1/N=C/c1ccc(-c2ccccc2[N+](=O)[O-])o1 (centres undefined)	-7	2	0.6	-5	6	6	-3	-30
O=C(O)C1=C[C@H](c2csc3ccccc23)C[C@H](OCc2ccc(CO)cc2)O1	-6	0	-2.1	-11	3	-10	0	0
CCc1ccc(CNc2ccc(N3CCN(C(C)=O)CC3)cc2)cc1	16	-1	3.0	-4	2	0	1	6
O=C(C1=C[C@@H]2[C@H]3C(=O)N(c4cccc(Cl)c4)C(=O)[C@H]3[C@@H](C(=O)c3ccc(Cl)cc3)N2C=C1)c1ccccc1	-9	-6	3.8	14	18	-6	14*	4
Cn1c2ccccc2c2cc(C(=O)NNS(=O)(=O)c3ccc(F)cc3)sc21	1	-1	1.1	-4	-2	-7	-1	12
COc1ccc(NC(=S)Nc2ccccc2)cc1	39*!	-3&-4	1.7&-0.5	3&-2	7&1	-3&-6	-5&-14	-6&-8
O=c1oc2ccccc2n1CCCOc1ccccc1	0	-2	-1.5	-2	16	-1	-2	-32
Nc1ccc2nc(N)sc2c1	-3	/	-0.9	-3	3	/	2	-8
CC(=O)NC1(c2ccccc2)CCN(CC(=O)N2CCC(C)CC2)CC1	-7	-5	-3.8	-1	11	-5	-1	0
COC(=O)[C@]12C(=O)NC[C@H](CN1c1ccc(Cl)c(C)c1)N2C	-4	-6	0.5	-1	14	-8	-2	-14
O=c1c2c([nH]n1-c1ccccc1)CCSC2	-8	-2	0.7	4	11	-10	2	-24
COC(=O)CSc1nc2ccc(NC(=O)c3ccccc3C(=O)N3CCOCC3)cc2s1	5	1	0.6	-12	1	-7	-2	-4
CCOC(=O)N1CCC(NC(=O)c2ccc(CO)c(C(=O)NC3CCN(C(=O)OCC)CC3)c2)CC1	-4	-2	0.4	0	-6	-5	-2	-2
O=C(NCC1CCN(Cc2ccccc2F)CC1)C1CCCN(c2ncnc3c2nc2n3CCCCC2)C1 (centres undefined)	6	-6	-2.1	4	15	-7	4	21
CCC(=O)Nc1cccc(NC(=O)c2ccccc2Cl)c1	-5	4	-0.3	-8	-7	-1	0	22
Clc1ccc(C2=CSC3=NCCN23)cc1Cl	9	-8	-1.8	3	-5	-8	-1	25
Cc1nc2ccccc2c2c(N)c3ccccc3n12	-7	-3	-4.0	-13	-23	-8	1	-6
O=C(CC1CCCCC1)N1CCCC(c2nc(-c3ccc(S(=O)(=O)N4CCCC4)cc3)no2)C1 (centres undefined)	4	1	5.8	2	23	-3	-3	15
CCOc1ccc(NCc2ccccc2OCc2cccc(F)c2)cc1	-13	-3	5.8	-19	16	-3	0	7

15 of the compounds above, as a markdown table:
| SMILES | EBI2 antag | APOBEC3A inh | MPTP inh | CXCR6 block | CCR6 antag | A3G deaminase | NR3A LBD binder | Gli-Sufu block |
| --- | --- | --- | --- | --- | --- | --- | --- | --- |
| Cn1c2ccccc2c2cc(C(=O)NNS(=O)(=O)c3ccc(F)cc3)sc21 | 1 | -1 | 1.1 | -4 | -2 | -7 | -1 | 12 |
| COc1ccc(NC(=S)Nc2ccccc2)cc1 | 39*! | -3&-4 | 1.7&-0.5 | 3&-2 | 7&1 | -3&-6 | -5&-14 | -6&-8 |
| O=c1oc2ccccc2n1CCCOc1ccccc1 | 0 | -2 | -1.5 | -2 | 16 | -1 | -2 | -32 |
| Nc1ccc2nc(N)sc2c1 | -3 | / | -0.9 | -3 | 3 | / | 2 | -8 |
| CC(=O)NC1(c2ccccc2)CCN(CC(=O)N2CCC(C)CC2)CC1 | -7 | -5 | -3.8 | -1 | 11 | -5 | -1 | 0 |
| COC(=O)[C@]12C(=O)NC[C@H](CN1c1ccc(Cl)c(C)c1)N2C | -4 | -6 | 0.5 | -1 | 14 | -8 | -2 | -14 |
| O=c1c2c([nH]n1-c1ccccc1)CCSC2 | -8 | -2 | 0.7 | 4 | 11 | -10 | 2 | -24 |
| COC(=O)CSc1nc2ccc(NC(=O)c3ccccc3C(=O)N3CCOCC3)cc2s1 | 5 | 1 | 0.6 | -12 | 1 | -7 | -2 | -4 |
| CCOC(=O)N1CCC(NC(=O)c2ccc(CO)c(C(=O)NC3CCN(C(=O)OCC)CC3)c2)CC1 | -4 | -2 | 0.4 | 0 | -6 | -5 | -2 | -2 |
| O=C(NCC1CCN(Cc2ccccc2F)CC1)C1CCCN(c2ncnc3c2nc2n3CCCCC2)C1 (centres undefined) | 6 | -6 | -2.1 | 4 | 15 | -7 | 4 | 21 |
| CCC(=O)Nc1cccc(NC(=O)c2ccccc2Cl)c1 | -5 | 4 | -0.3 | -8 | -7 | -1 | 0 | 22 |
| Clc1ccc(C2=CSC3=NCCN23)cc1Cl | 9 | -8 | -1.8 | 3 | -5 | -8 | -1 | 25 |
| Cc1nc2ccccc2c2c(N)c3ccccc3n12 | -7 | -3 | -4.0 | -13 | -23 | -8 | 1 | -6 |
| O=C(CC1CCCCC1)N1CCCC(c2nc(-c3ccc(S(=O)(=O)N4CCCC4)cc3)no2)C1 (centres undefined) | 4 | 1 | 5.8 | 2 | 23 | -3 | -3 | 15 |
| CCOc1ccc(NCc2ccccc2OCc2cccc(F)c2)cc1 | -13 | -3 | 5.8 | -19 | 16 | -3 | 0 | 7 |

Part of the list above, as labelled records:
O=C(NCC1CCN(Cc2ccccc2F)CC1)C1CCCN(c2ncnc3c2nc2n3CCCCC2)C1 (centres undefined)
- EBI2 antag: 6
- APOBEC3A inh: -6
- MPTP inh: -2.1
- CXCR6 block: 4
- CCR6 antag: 15
- A3G deaminase: -7
- NR3A LBD binder: 4
- Gli-Sufu block: 21
CCC(=O)Nc1cccc(NC(=O)c2ccccc2Cl)c1
- EBI2 antag: -5
- APOBEC3A inh: 4
- MPTP inh: -0.3
- CXCR6 block: -8
- CCR6 antag: -7
- A3G deaminase: -1
- NR3A LBD binder: 0
- Gli-Sufu block: 22

Next section.
SMILES	EBI2 antag	APOBEC3A inh	MPTP inh	CXCR6 block	CCR6 antag	A3G deaminase	NR3A LBD binder	Gli-Sufu block
O=C(N/N=C/c1ccccc1)c1cc(=O)[nH]c2ccccc12	-10	2	-1.1	0	9	-7	-2	-3
CCN(CC)S(=O)(=O)c1csc(C(=O)OCC(=O)c2ccccc2)c1	2	-2	1.8	-6	-3	-5	2	-2
CCN(CC)C(=O)Cn1cnc2ccccc2c1=O	0	2	-1.6	-4	2	0	0	-20
C=CCN1C=C2C(=O)C(C)(OC(=O)c3cccs3)C(=O)C=C2C=C1CCCC(=O)OC (centres undefined)	-11	-4	0.2	-12	2	-5	-1	2
COc1ccc(C(=O)NC2CC2)cc1OC1CCN(Cc2ccc(SC)cc2)CC1	2	1	1.0	-1	0	-2	-2	12
Cc1ccc2nc(N3CCN(c4cccc(C)c4C)CC3)c3nnnn3c2c1	12	1	1.6	-4	2	2	1	5
CCC(=O)N1CCc2cc(S(=O)(=O)CCC(=O)Nc3ccc(C)cn3)ccc21	-12	-4	1.3	-1	-3	-6	0	-4
CCN(CC)C(=O)CSc1nnc(-c2cnccn2)n1-c1ccc(C)cc1	-9	-1	-0.1	-1	-2	-2	0	3
O=C(c1ccco1)N1CCN(C(=O)c2ccco2)C1=S	1	/	-0.8	11	-1	/	0	7
Cc1ccc(-n2ncc3c2CCCC3NC(=O)c2ocnc2C)cc1C (centres undefined)	-7	-5	33	1	5	-7	0	59*
CCCCCc1c(C)nc(Nc2ccc(F)cc2)[nH]c1=O	3	-7	38	-1	2	-10	0	1
COc1ccc(OC)c2[nH]c(=O)c(CCNC(=S)NC(C)(C)C)cc12	-1	-3	0.1	-5	-4	-12	-3	-14
CN(C)c1ccc(/C=N/NC(=O)c2ccnn2C)cc1	-3	-2	2.3	-13	-17	-10	0	-32
Cc1cccc(N2CCN(Cc3cn(C)nc3-c3ccccc3F)CC2)n1	-4	-1	1.5	0	-8	-4	0	16
O=C(NCC(c1cccs1)N1CCOCC1)c1cc(S(=O)(=O)N2CCOCC2)ccc1Cl (centres undefined)	5	/	0.7	-3	-9	/	-1	-11
Cc1ccc2[nH]c(=O)c(C(c3nnnn3C(C)(C)C)N(Cc3ccco3)CC3CCCO3)cc2c1 (centres undefined)	7	-2	-0.6	6	8	-5	-15	-3
COC(=O)c1ccc(N2C(=O)c3cc(N4CCOCC4)c([N+](=O)[O-])cc3C2=O)cc1	-5	-1	0.3	8	1	0	0	-4
CC(C)N=C(NS(=O)(=O)c1cccs1)c1ccccc1	-5	1	-1.7	0	-4	-5	0	2
COCCCNC(=O)c1cc(=O)n(Cc2ccc(Cl)cc2)c2ccccc12	9	-4	2.9	0	13	-7	0	8
[O-][n+]1onc2c1CCc1c-2nc(-c2ccccc2)n1OCc1ccccc1	49*	-3	-12	9	17	-8	0	9
